Source: PubChem BioAssay (several laboratories)
IMP-1 inhibitor = inhibitors of Pseudomonas aeruginosa IMP-1 metallo-beta-lactamase. AID 1556. 0.45% of 290,000 active. purified IMP-1, nitrocefin hydrolysis, epi-absorbance fluorescence. inhibition, % at 5.6 µM;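 active = inhibition above the mean plus 3 SD of all compounds in the same screening run, cut at about 4.5% in these data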;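 also: 0% = IMP-1 with DMSO and 100% = DMSO wells lacking enzyme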
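Assay system: purified recombinant IMP-1 beta-lactamase. Input: IMP-1 0.2 nM before substrate addition. Buffer or medium: Zinc- and detergent-supplemented HEPES buffer, pH 7.1. Schedule: 25 °C, 15 min preincubation, 25 min reaction. Signal: Epi-absorbance fluorescence, 480 nm excitation, 530 nm emission. Evaluation: percent inhibition from optical density relative to buffer-blank wells.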
HCV NS3 hel inh = blocks Hepatitis C virus NS3 helicase unwinding | 0.56% of 290,000 active | NS3 helicase DNA unwinding, Cy5 molecular beacon fluorescence | inhibition, % at 10.9 µM | AID 1800;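 active = inhibition above the mean of all tested compounds plus 3 SD, set per campaign, cut at about 35% in these data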;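 also: 0% = DMSO wells and 100% = thioflavine S control wells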
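Assay system: hepatitis C virus NS3 helicase domain fragment enzyme. Also added: annealed dual-labelled DNA beacon duplex, ATP-started. Timing: 1 h reaction at 25 °C, ATP-initiated. Technique: Cy5 fluorescence at 0 and 60 min, beacon hairpin quenching. Evaluation: % inhibition of unwinding. Replication: one well per compound.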
PHOSPHO1 block = blocks human PHOSPHO1 phosphatase activity; Q8TCT1; recombinant PHOSPHO1, absorbance phosphatase assay; inhibition, % at 13.3 µM; 1.1% of 290,000 active; AID 1565; in the data active = inhibition above about 60%
Target sequence (Q8TCT1 whole entry, looked up): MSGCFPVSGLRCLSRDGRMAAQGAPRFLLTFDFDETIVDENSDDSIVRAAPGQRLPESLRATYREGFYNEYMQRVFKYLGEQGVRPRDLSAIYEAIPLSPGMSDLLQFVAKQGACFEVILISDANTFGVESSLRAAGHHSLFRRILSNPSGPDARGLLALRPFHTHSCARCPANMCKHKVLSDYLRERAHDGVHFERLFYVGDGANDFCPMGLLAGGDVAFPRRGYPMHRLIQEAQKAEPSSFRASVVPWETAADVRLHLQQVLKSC
VIM-2 inhibitor = inhibitors of Pseudomonas aeruginosa VIM-2 metallo-beta-lactamase; purified VIM-2, nitrocefin hydrolysis, epi-absorbance fluorescence; inhibition, % at 5.6 µM; 0.89% of 290,000 active; AID 1527;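 active = inhibition above the mean of all tested compounds plus 3 SD, cutoff set per screening run, cut at about 7.5% in these data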;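 also: red hydrolysis product quenches plate fluorescence so inhibitors raise well fluorescence; 0% = enzyme with DMSO and 100% = DMSO without enzyme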
p-CIP stab down = lowers stability of the mouse p/CIP coactivator protein; Q05BA5; F442A p/CIP-EGFP cells, EGFP fluorescence, 16 h; decrease of EGFP signal, % at 10 µM; 0.01% of 290,000 active; AID 1984;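 active = EGFP signal decrease of at least 30% at 10 µM or well 3 SD below plate mean, unless failing retest; inactive = the rest, including hits failing retest or dose response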; also: some compounds called inactive have numbers as strong as hits; many of its hits are not listed in these tables
MEKK3 PB1 HTS = MEKK3-MEK5 PB1 interaction, increase or decrease | 1.4% of 290,000 active | binding response (% of control), % at 10 µM | AID 1529 | bead-based flow cytometry, Alexa488-MEK5 binding to MEKK3; actives lie on both sides; 0 = blocked by unlabeled MEK5, 100 = vehicle;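 active = binding response more than 3 SD above or below the average of its plate-row segment, actives on both sides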;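 also: Alexa488 bead fluorescence after subtracting the streptavidin-only scavenger bead signal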
Target sequence (Q99759 whole entry, looked up): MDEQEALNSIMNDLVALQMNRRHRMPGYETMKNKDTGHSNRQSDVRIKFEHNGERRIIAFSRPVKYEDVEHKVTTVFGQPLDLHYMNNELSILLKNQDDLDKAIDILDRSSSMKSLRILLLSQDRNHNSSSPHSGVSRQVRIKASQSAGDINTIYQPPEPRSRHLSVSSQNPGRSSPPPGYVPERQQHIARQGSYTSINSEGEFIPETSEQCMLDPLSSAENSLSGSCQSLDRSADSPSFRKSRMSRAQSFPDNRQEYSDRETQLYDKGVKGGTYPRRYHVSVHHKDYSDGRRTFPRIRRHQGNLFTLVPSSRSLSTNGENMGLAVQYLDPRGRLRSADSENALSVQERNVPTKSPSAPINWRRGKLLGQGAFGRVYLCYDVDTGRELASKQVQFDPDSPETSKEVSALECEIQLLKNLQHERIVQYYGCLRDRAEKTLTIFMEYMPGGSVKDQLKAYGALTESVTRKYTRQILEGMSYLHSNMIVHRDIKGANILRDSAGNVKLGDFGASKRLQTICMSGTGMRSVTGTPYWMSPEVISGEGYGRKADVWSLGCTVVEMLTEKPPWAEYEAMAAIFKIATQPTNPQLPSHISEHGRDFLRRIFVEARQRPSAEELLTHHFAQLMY
FID counter = counter-screen for HCV NS3 helicase inhibitors: DNA intercalator displacement. DNA fluorescent intercalator displacement, fluorescence. inhibition, % at 7.9 µM. 0.17% of 290,000 active; in the data active = inhibition above about 37%;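 also: 0% = vehicle and 100% = reference compound; higher means more ethidium bromide displaced from hairpin DNA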
IDE act = IDE (human) activation, cell-based; HEK cells, FAbeta-B cleavage, fluorescence polarization; 0% vehicle, 100% cell-free pure enzyme wells; activation, % at 5.96 µM; 0.073% of 340,000 active;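 active = activation above the mean of all tested compounds plus 3 SD, set per screening campaign, cut at about 17% in these data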
SUMO HTRF inh = SUMOylation inhibition | 0.36% of 290,000 active | HTRF SUMOylation assay, SAE1/SAE2 + UBC9, in vitro | inhibition, % at 35 µM | P63279 | AID 2006; in the data active = inhibition above about 50%, passing the limit was not always enough; also: strong numbers were not always called active
Target sequence (P63279 whole entry, looked up): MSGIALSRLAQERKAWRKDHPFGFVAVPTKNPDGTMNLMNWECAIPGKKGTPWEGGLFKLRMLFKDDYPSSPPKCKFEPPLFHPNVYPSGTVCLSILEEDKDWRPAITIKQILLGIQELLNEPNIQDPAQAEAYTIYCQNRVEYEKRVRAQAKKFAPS
* hit, by the source's call; . = no result given. These rows are one share of the data, so the mix of outcomes need not match the whole.

SMILES	IMP-1 inhibitor	HCV NS3 hel inh	PHOSPHO1 block	VIM-2 inhibitor	p-CIP stab down	MEKK3 PB1 HTS	FID counter	IDE act	SUMO HTRF inh
NS(=O)(=O)c1ccc(NC(=O)CSc2ccc3ccccc3n2)cc1	-3.9	-6	2	-3.2	1	99	-9	4	-6
CC(=O)c1cccc(NC(=O)/C(=C\c2ccco2)NC(=O)c2cccs2)c1	-1.6	5	-18	-8.1	-14	101	-5	3	14
COc1ccc(CC(=O)Nc2ccncc2Cl)cc1	-2.0	0	20	-0.8	-32	100	-29	2	12
c1ccc(CCN2CN=C(Nc3nc4ccccc4o3)NC2)cc1	-1.9	8	14	-4.9	0	99	-4	-1	-4
CCOc1ccc(NC(=O)c2ccc(NC(=O)c3ccc(CN4CCOCC4)cc3)cc2)cc1	-2.6	7	44	-1.2	-1	95	-4	8	.
CCC(=O)NC(=S)Nc1ccc(N2CCOCC2)cc1	-1.9	-14	-16	-1.0	-10	100	-2	8	-8
CCOC(=O)c1c(C)n(-c2ccccc2)c2ccc(OCCN(C)C)cc12	1.3	-51	19	2.6	-3	103	21	-2	3
COc1ccccc1C#Cc1ccc2c(=O)c3ccccc3n(C)c2c1	6.8*	20	21	0.0	0	91	-18	0	4
COc1ccc(CNC(=O)C2(C)Cc3ccccc3C(=O)O2)cc1 (stereo not given)	-1.1	-14	-14	-0.5	9	100	-4	4	-2
CC(C)c1nc(C(=O)N2CCCC(N3CCN(c4cccc(Cl)c4)CC3)C2)cs1 (stereo not given)	-3.4	-6	.	-0.9	2	107	-31	0	-13
COCCN(C(=O)Cc1cccs1)C(C(=O)NCc1ccc(OC)cc1)c1ccc(OC)cc1 (stereo not given)	-0.2	-1	-22	-1.0	0	106	-32	-3	2
COc1cc(C(=O)NCC(=O)OCn2nnc3ccccc3c2=O)cc(OC)c1OC	-4.4	14	-7	-0.9	4	100	-14	1	-3
CCOC(=O)Cc1csc(SCC(=O)Nc2cc(C)ccc2OC)n1	-1.4	-8	25	-1.9	-14	100	-22	1	16
Cc1ccc(C(=O)CSc2nnc3ccccn23)c(C)c1	-1.6	-2	45	0.7	6	112	-9	1	4
O=C(CS(=O)(=O)c1cn(CC(=O)N2CCOCC2)c2ccccc12)NCc1ccccc1	-2.7	5	-16	-3.0	-8	102	-15	0	-4
OCCN(Cc1nc(-c2ccc3c(c2)OCO3)no1)Cc1cccs1	-0.5	-5	46	-0.6	-1	105	-20	2	6
COc1ccc(NC(=O)CSc2nnc(NC(=O)C3CCC3)s2)cc1	-1.2	8	20	-1.3	7	98	-5	9	4
COC(=O)c1c(NC(=O)c2c(Cl)cnn2C)sc(C)c1C	-2.4	-1	26	-0.8	6	103	2	-1	21
Cc1ccc(N2C(=O)N3[C@H]4c5ccccc5OC[C@@H]4[C@@H](c4ccccc4)[C@@]3(C)C2=O)cc1	-2.9	-16	-36	-1.1	7	101	-18	3	0
C=CCSc1nnc2c(n1)OC=Nc1ccccc1-2	-3.1	5	-21	-3.0	-6	94	-2	6	8
COc1cccc(/C=C(/C(=O)OCC(=O)NC2CCCC(C)C2C)c2ccccc2)c1 (stereo not given)	-3.7	-9	1	-1.2	5	99	-16	4	-32
CCc1cc(C(=O)O)c(NC(=O)C(c2ccccc2)c2ccccc2)s1	-2.2	-6	3	-1.9	0	96	-22	1	12
Cc1ccc(NC(=O)c2ccccn2)cc1S(=O)(=O)N1CCOCC1	-2.3	4	-5	-3.7	-7	104	-10	6	-2
O=C(O)CCC(=O)OC1CC2CCC1C2 (stereo not given)	1.1	-1	-10	1.0	-5	98	4	-1	32
Cc1c(NC(=O)COC(=O)Cc2ccc(Cl)cc2)c(=O)n(-c2ccccc2)n1C	-1.8	3	3	-2.2	-2	.	-9	2	-2

Next part.
SMILES	IMP-1 inhibitor	HCV NS3 hel inh	PHOSPHO1 block	VIM-2 inhibitor	p-CIP stab down	MEKK3 PB1 HTS	FID counter	IDE act	SUMO HTRF inh
Cc1c(Cl)cccc1NC(=O)CCN1CCN(C)CC1	-2.6	0	14	-0.8	3	106	-1	-2	-18
Clc1ccccc1C1SCC2Nc3ccccc3CN21 (stereo not given)	-2.7	-6	22	-3.1	-2	99	-4	7	-5
COCCCN(C(=S)NC(=O)c1ccc(C(C)(C)C)cc1)c1c(N)n(Cc2ccccc2)c(=O)[nH]c1=O	-1.4	0	-1	-4.2	-16	98	-32	1	2
Cc1cccc(N(C(=O)Cn2nnc3ccccc32)C(C(=O)NCc2ccco2)c2ccncc2)c1C (stereo not given)	-1.4	3	9	-5.4	6	99	-30	0	16
O=C1NC(c2ccco2)Nc2sc3c(c21)CCN(Cc1ccccc1)C3 (stereo not given)	-2.3	1	10	-3.3	-19	105	-3	-7	-9
O=C(CCCOc1ccc(Cl)cc1Cl)NCc1ccncc1	0.5	-7	53	1.4	-10	98	-10	-22	-5
CCOC(=O)c1cc(S(=O)(=O)NCCc2ccc(OC)c(OC)c2)cn1C	-3.2	-7	70*	-2.0	-10	100	-28	4	.
COc1ccc(NC(=O)c2cc3n(n2)C(C(F)(F)F)CC(c2ccc4c(c2)OCO4)N3)cc1OC (stereo not given)	-3.2	-12	-1	0.7	12	101	-29	-3	-5
Nc1nc(-c2ccc(F)cc2)cc(C(F)(F)F)n1	-2.4	-1	-6	-0.3	-11	96	2	5	5
COc1cc(/C=N/NC(=O)C2CC(=O)N(c3ccc(C)cc3)C2)cc(OC)c1OC (stereo not given)	-2.3	6	20	-3.2	6	102	-33	-1	5
COCCCNC(=O)c1ccc2c(=O)n(Cc3ccc4c(c3)OCO4)c(=S)[nH]c2c1	-3.5	11	21	-4.1	-1	99	3	4	11
N#Cc1ccc(N2Cc3ccccc3/C2=N/C(=O)Nc2ccc(Cl)cc2)cc1	-3.7	0	-13	-3.3	-9	98	1	-4	15
COCCn1c(SCC(=O)NC2CCCCC2)nnc1-c1ccncc1	-1.5	1	12	-2.2	-3	104	-9	7	0
Cn1c(CNc2cccc(Cl)c2)nnc1SCC(=O)OC1CCCCC1	-0.9	2	56	-3.8	-1	97	-35	-3	11
Cc1noc(C)c1CSCC(=O)N1CCN(c2ccc([N+](=O)[O-])cc2)CC1	-1.9	-2	33	0.3	-10	105	-8	0	4
CC1CCCCN1S(=O)(=O)c1ccc(C(=O)Nc2ccccc2-c2nc3ccccc3s2)cc1 (stereo not given)	-2.7	6	-9	-0.4	-21	101	0	6	19
CC(C)(C)OC(=O)C(C)(C)Sc1nnc(N)s1	-1.4	9	-1	-0.3	-3	99	-7	-1	13
CCc1ccc(NC(=O)CN2C(=O)CSC2=O)cc1	-1.1	10	-4	-1.4	-4	91	0	3	15
CCOC(=O)c1c(C)[n+]([O-])c2ccc3c(non3O)c12	-3.5	6	16	1.3	-4	97	-1	-1	-1
CN(CC(=O)NCc1ccc(Cl)cc1)S(=O)(=O)c1cccc2cccnc12	-3.8	4	-15	-1.4	8	98	-18	5	3
Nc1ccc(Nc2ccncc2[N+](=O)[O-])cc1	-3.5	5	6	-2.0	7	104	0	3	1
CCOC(=O)C1CCN(C(=O)C2CCN(C(=O)c3ccc([N+](=O)[O-])cc3)CC2)CC1	-4.1	11	19	-0.8	-2	98	-21	3	-10
COc1ccc(CC(CC(=O)O)C(=O)Nc2ccc(OC)cc2)cc1 (stereo not given)	0.9	-3	10	0.6	-2	100	-6	-1	-31
COC(=O)Cc1c(O)ccn(CCc2ccc(OC)c(OC)c2)c1=O	-2.1	-2	20	-0.6	3	99	0	5	6
Cc1ccc(C)c(-n2c(-c3ccc4c(c3)OCO4)n[nH]c2=S)c1	-2.9	0	96*	-1.6	-12	96	-14	-4	-7

More structures
SMILES	IMP-1 inhibitor	HCV NS3 hel inh	PHOSPHO1 block	VIM-2 inhibitor	p-CIP stab down	MEKK3 PB1 HTS	FID counter	IDE act	SUMO HTRF inh
CCC(c1nnnn1Cc1ccc2c(c1)OCO2)N1CCN(CC)CC1 (stereo not given)	-3.5	-6	24	-6.2	-6	131*	2	8	7
COc1ccc(N2CC(C(=O)N/N=C/c3cc([N+](=O)[O-])ccc3O)CC2=O)cc1 (stereo not given)	-3.3	-1	-20	-3.1	8	106	-16	1	-9
Cc1ccc(-c2nc3ncccn3c2Nc2ccc3c(c2)OCO3)o1	-3.4	6	-11	1.1	4	104	0	5	32
COc1ccccc1NC(=O)C1CC(O)CN1C(=O)Oc1ccccc1 (stereo not given)	-2.8	25	12	-3.1	-12	101	-5	1	2
O=C(NC1CCC(=O)N(CCOc2ccccc2)CC1)OCc1ccccc1 (stereo not given)	-2.8	2	-13	-1.5	-16	100	-42	-5	0
COC(=O)CC1C(=O)NCCN1C(=O)c1c(F)cccc1F (stereo not given)	-2.5	6	36	-0.5	0	98	-3	-2	7
Cc1nc2ccc(NC(=O)c3cncc(Br)c3)cc2s1	-2.3	-3	10	-0.1	6	100	-10	3	-11
CCC(=O)NCc1nc2ccccc2n1Cc1ccccc1F	-2.2	3	19	-2.7	-4	109	-7	4	12
COc1ccc(C(O)c2nccc3cc(OC)c(OC)cc23)cc1OC (stereo not given)	-1.7	-11	-3	-1.2	0	104	-5	5	0
CC(C)Cc1nnc(NC(=O)CCC(=O)NCCc2ccc(Cl)cc2)s1	-2.2	1	-22	-1.8	-10	98	-6	6	.
COc1cc2c(cc1OC)C(c1ccc(Cl)cc1)=NCC2	-2.4	-1	36	-3.1	-18	91	1	4	16
CC(C)CC(=O)NNC(=O)c1ccc(Cl)cc1	-2.3	-6	37	-7.0	-2	109	-2	7	-6
O=C1C2C3C=CC(C3)C2C(=O)N1c1ccccc1OS(=O)(=O)c1ccccc1 (stereo not given)	-1.1	-5	0	-3.1	-3	108	-11	2	2
CCOC(=O)C1(C)NC(c2cccs2)C2C(=O)N(c3ccccc3)C(=O)C21 (stereo not given)	-2.5	0	42	-1.7	9	104	-3	4	13
N#CCC(=N)N1CCN(c2ccccc2Cl)CC1	-2.1	3	2	-3.4	-16	104	-3	4	4
CC(C)=CCCC(C)CN1CCC(N2CCC(C(=O)NC(C)C)CC2)CC1 (stereo not given)	-2.3	7	44	-2.1	-9	98	20	7	-1

Random excerpt: 5 records from the list
SMILES	IMP-1 inhibitor	HCV NS3 hel inh	PHOSPHO1 block	VIM-2 inhibitor	p-CIP stab down	MEKK3 PB1 HTS	FID counter	IDE act	SUMO HTRF inh
CCC(c1nnnn1Cc1ccc2c(c1)OCO2)N1CCN(CC)CC1 (stereo not given)	-3.5	-6	24	-6.2	-6	131*	2	8	7
Cc1ccc(-c2nc3ncccn3c2Nc2ccc3c(c2)OCO3)o1	-3.4	6	-11	1.1	4	104	0	5	32
O=C1C2C3C=CC(C3)C2C(=O)N1c1ccccc1OS(=O)(=O)c1ccccc1 (stereo not given)	-1.1	-5	0	-3.1	-3	108	-11	2	2
CCOC(=O)C1(C)NC(c2cccs2)C2C(=O)N(c3ccccc3)C(=O)C21 (stereo not given)	-2.5	0	42	-1.7	9	104	-3	4	13
Cc1nc2ccc(NC(=O)c3cncc(Br)c3)cc2s1	-2.3	-3	10	-0.1	6	100	-10	3	-11
